IMP-1 inhibitor – IMP-1 metallo-beta-lactamase inhibitors, primary screen, biochemical, epi-absorbance readout, Pseudomonas aeruginosa enzyme. metallo-beta-lactamase IMP-1 (Pseudomonas aeruginosa). purified IMP-1, nitrocefin hydrolysis, epi-absorbance fluorescence. inhibition, % at 5.6 µM. 290,000 compounds, 0.45% hits;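 active means inhibition above the mean plus 3 SD of all compounds in the same screening run, cut at about 4.5% in these data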;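 further: 0% = IMP-1 with DMSO and 100% = DMSO wells lacking enzyme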
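System: purified recombinant IMP-1 beta-lactamase. Medium: Zinc- and detergent-supplemented HEPES buffer, pH 7.1. Compound: one 5.6 µM dose […]. Schedule: 15 min preincubation plus 25 min reaction at 25 °C. Technique: Epi-absorbance fluorescence, 480 nm excitation, 530 nm emission.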
GPR7 antag – GPR7 receptor antagonists, primary screen, cell-based, fluorescence, single concentration. GPR7-expressing cells, fluorescence antagonist assay. 290,000 compounds, 1.1% hits. Neuropeptides B/W receptor type 1 (Homo sapiens), P48145. inhibition, % at 4.4 µM; in the data active means inhibition above about 16%, passing the limit was not always enough;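 further: cells stimulated with the agonist NPW; 0% = agonist with vehicle and 100% = vehicle without agonist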
Target sequence (P48145 whole entry, looked up): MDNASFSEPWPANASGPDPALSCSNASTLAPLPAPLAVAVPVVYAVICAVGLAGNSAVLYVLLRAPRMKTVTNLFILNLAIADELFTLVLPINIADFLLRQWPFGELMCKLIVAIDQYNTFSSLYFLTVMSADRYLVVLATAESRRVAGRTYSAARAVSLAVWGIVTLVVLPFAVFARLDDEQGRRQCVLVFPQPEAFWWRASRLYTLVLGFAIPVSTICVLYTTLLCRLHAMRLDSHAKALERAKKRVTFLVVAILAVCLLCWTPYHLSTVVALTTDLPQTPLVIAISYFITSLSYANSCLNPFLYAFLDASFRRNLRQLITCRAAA
VIM-2 inhibitor – VIM-2 metallo-beta-lactamase inhibitors, primary screen, biochemical, epi-absorbance readout, Pseudomonas aeruginosa enzyme; purified VIM-2, nitrocefin hydrolysis, epi-absorbance fluorescence; inhibition, % at 5.6 µM; 290,000 compounds, 0.89% hits; AID 1527, 2009;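 active means inhibition above the mean of all tested compounds plus 3 SD, cutoff set per screening run, cut at about 7.5% in these data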;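 further: red hydrolysis product quenches plate fluorescence so inhibitors raise well fluorescence; 0% = enzyme with DMSO and 100% = DMSO without enzyme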
DNA FID counter – compounds displacing fluorescent DNA intercalator, primary screen, artefact control for HCV NS3 helicase inhibitor project, biochemical, FID fluorescence. DNA fluorescent intercalator displacement. inhibition, % at 7.9 µM. 290,000 compounds, 0.17% hits. AID 1845, 2009; in the data active means inhibition above about 37%;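 further: 0% = vehicle and 100% = reference compound; higher means more ethidium bromide displaced from hairpin DNA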
NS3 helicase inh – inhibitors of HCV NS3 helicase, primary screen, biochemical, Cy5 molecular beacon fluorescence | Hepatitis C virus NS3 helicase | NS3 helicase DNA unwinding | inhibition, % at 10.9 µM | 290,000 compounds, 0.56% hits | AID 1800, 2009;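 active means inhibition above the mean of all tested compounds plus 3 SD, set per campaign, cut at about 35% in these data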;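 further: 0% = DMSO wells and 100% = thioflavine S control wells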
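Material: hepatitis C virus NS3 helicase domain fragment enzyme; measured by: Cy5 fluorescence, 0 and 60 min reads; control set: DMSO and thioflavine S; incubation: 60 min unwinding reaction at 25 °C after ATP addition; read-out basis: % inhibition from 60/0 min fluorescence ratio, DMSO 0%, thioflavine S 100%; repeats: singlicate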
GalR3 antag – GalR3 antagonists in HEK293 cells, primary screen, cell-based, fluorescence readout | 360,000 compounds, 0.44% hits | HEK293 GalR3-CNG cAMP membrane potential fluorescence; galR3 body fused to GalR1 C-terminus | AID 651719, 2012 | inhibition, % at 3 µM;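 active means inhibition above the screen-wide average plus 3 SD, cut at about 13% in these data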;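 further: forskolin and galanin both at EC90 stimulate the cells; cAMP rise reported by CNG channel membrane potential dye signal; 0% = forskolin plus galanin with DMSO and 100% = forskolin alone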
Target sequence (O60755 1-299 limits assumed): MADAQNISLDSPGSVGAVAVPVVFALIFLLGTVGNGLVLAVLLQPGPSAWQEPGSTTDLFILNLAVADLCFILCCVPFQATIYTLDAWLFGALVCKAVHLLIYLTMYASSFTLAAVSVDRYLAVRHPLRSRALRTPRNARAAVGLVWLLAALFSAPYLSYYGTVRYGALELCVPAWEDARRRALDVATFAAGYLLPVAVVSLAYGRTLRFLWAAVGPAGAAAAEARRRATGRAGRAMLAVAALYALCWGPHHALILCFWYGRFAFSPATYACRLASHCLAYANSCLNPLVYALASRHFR
OXTR agonist – human OXTR agonists, primary screen, fluorescence, CHO-OTR cells, Fluo-8 calcium; Oxytocin receptor (Homo sapiens), P30559; Fluo-8 calcium fluorescence; normalized: DMSO 0%, oxytocin 100%; activation, % at 3 µM; 320,000 compounds, 0.32% hits; AID 2435, 2010;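 active means activation above the mean of all tested compounds plus 3 SD, cutoff set per screening run, cut at about 20% in these data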;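 further: peak over basal fluorescence ratio from a 100 s FLIPR kinetic read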
Target sequence (P30559 whole entry, looked up): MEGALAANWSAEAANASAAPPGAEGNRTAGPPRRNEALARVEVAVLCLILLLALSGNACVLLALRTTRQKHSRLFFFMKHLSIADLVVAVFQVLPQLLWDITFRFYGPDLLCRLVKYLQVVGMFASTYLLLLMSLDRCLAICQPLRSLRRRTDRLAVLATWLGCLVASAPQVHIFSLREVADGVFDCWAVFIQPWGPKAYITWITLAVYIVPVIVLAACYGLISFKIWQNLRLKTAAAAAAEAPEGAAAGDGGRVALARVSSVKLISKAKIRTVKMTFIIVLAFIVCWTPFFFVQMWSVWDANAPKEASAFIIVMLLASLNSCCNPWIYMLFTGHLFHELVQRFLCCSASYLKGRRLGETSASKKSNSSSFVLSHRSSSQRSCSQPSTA
V1aR counter – agonists of human V1a receptor, primary screen, counter-screen for OXTR agonist project, fluorescence, CHO-V1R cells | Vasopressin V1a receptor (Homo sapiens), P37288 | Fluo-8 calcium fluorescence, agonist mode; 0% DMSO, 100% 3 nM vasopressin | activation, % at 3 µM | 320,000 compounds, 0.25% hits;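 active means activation above the mean activation of all tested compounds plus 3 SD, per screening run, cut at about 20% in these data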;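 further: signal is peak over basal fluorescence ratio across a 100 second FLIPR read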
PHOSPHO1 inh – PubChem AID 1565; 290,000 compounds, 1.1% hits; inhibition, % at 13.3 µM; recombinant PHOSPHO1, absorbance phosphatase assay; in the data active means inhibition above about 60%
* marks the source's active call; other numbers are inactive results; x = no result given.

SMILES	IMP-1 inhibitor	GPR7 antag	VIM-2 inhibitor	DNA FID counter	NS3 helicase inh	GalR3 antag	OXTR agonist	V1aR counter	PHOSPHO1 inh
Cc1cc(C(=O)N2CCC(C(F)(F)F)n3nccc32)on1 (stereo not given)	1.5	0	0.6	2	-7	6	0.8	0.8	-18
CCOC(=O)c1ccc(NC(=O)CN2C(=O)CNC2=O)cc1	-4.5	-10	-1.4	4	-2	-4	-0.2	0.5	-7
Oc1ccccc1N1CCN(c2ccc3ccccc3n2)CC1	-3.2	0	-1.3	-12	-1	-10	0.4	-0.1	17
O=C(Cc1ccc(Br)cc1)Nc1ncc([N+](=O)[O-])s1	-1.3	20	-2.8	11	-1	0	17	13	14
NS(=O)(=O)c1c(Sc2ccccc2C(=O)O)ccc2ccccc12	0.5	-15	1.6	-29	26	-10	0.1	1.2	19
O=C(COc1ccc2ccccc2c1)N1CCN(C(=O)c2ccco2)CC1	-1.1	-4	-1.5	-18	-2	-4	2.1	0.9	-7
CNc1ccccc1C(C)(C)c1cc(-c2cc(C)cc(C)c2)no1	-3.0	-13	0.4	-12	-15	2	-2.0	-0.2	6
Cn1c(NCc2ccco2)nc2c1c(=O)n(Cc1ccc(Cl)cc1)c(=O)n2C	-1.6	-9	-4.2	-3	5	3	-0.1	0.2	-72
COc1ccc2nc(NCCNC(=S)NCCCN3CCOCC3)c(C#N)cc2c1	-3.1	0	1.0	8	-1	-8	-2.0	-0.2	-5
CCOc1cc(C(=O)NC(=S)Nc2ccc(Cl)c(C(=O)O)c2)cc(OCC)c1OCC	-0.6	-10	-1.7	-24	21	-6	-1.5	-0.6	33
O=C(O)c1ccc2c3n(nc2c1)-c1ccc(Cl)cc1CO3	-1.9	-3	6.1	-7	6	1	-0.4	-0.4	-19
CCOC(=O)C1C(=O)NC(N2CCN(c3ccccc3)CC2)=NC1c1ccco1 (stereo not given)	-4.2	-5	-3.0	-16	-6	-3	0.4	1.2	17

Sorted by molecular weight (smallest number first): some entries from above.
SMILES	IMP-1 inhibitor	GPR7 antag	VIM-2 inhibitor	DNA FID counter	NS3 helicase inh	GalR3 antag	OXTR agonist	V1aR counter	PHOSPHO1 inh
O=C(O)c1ccc2c3n(nc2c1)-c1ccc(Cl)cc1CO3	-1.9	-3	6.1	-7	6	1	-0.4	-0.4	-19
CNc1ccccc1C(C)(C)c1cc(-c2cc(C)cc(C)c2)no1	-3.0	-13	0.4	-12	-15	2	-2.0	-0.2	6
O=C(Cc1ccc(Br)cc1)Nc1ncc([N+](=O)[O-])s1	-1.3	20	-2.8	11	-1	0	17	13	14

Other structures follow.
SMILES	IMP-1 inhibitor	GPR7 antag	VIM-2 inhibitor	DNA FID counter	NS3 helicase inh	GalR3 antag	OXTR agonist	V1aR counter	PHOSPHO1 inh
CCCCCC[n+]1c(-c2ccccc2)csc1Nc1ccccc1	0.5	-7	-2.2	7	1	-7	-0.2	0.6	-3
CS(=O)(=O)C1=NSC2=NC(=O)/C(=C\c3ccc(OS(=O)(=O)c4ccccc4)cc3)C(=N)N21	-2.6	16	-3.1	-16	-9	-4	-0.1	0.4	28
CN(C)c1ccc(NS(=O)(=O)c2cc3c4c(c2)CC(=O)N4CCC3)cc1	-6.4	-7	-0.3	-33	-5	-6	0.4	-0.5	13
CC(=O)C1=C(C)NC(=O)NC1c1cccc(O)c1 (stereo not given)	0.6	-7	0.0	4	4	-4	-0.1	0.1	12
O=C1c2nc3ccccn3c2C(=O)N1Cc1ccccc1	-3.4	-1	-0.6	-11	1	-1	0.1	-0.4	4
CC1=Nc2ncnn2C(c2ccccc2)/C1=N\O (stereo not given)	-1.4	8	-0.6	-1	-1	-1	-0.7	0.2	-19
CCOC(=O)c1cc2c(ccn2C)n1CC(=O)N1CCN(c2cccc(C(F)(F)F)c2)CC1	1.0	15	1.8	-22	27	-7	-0.5	1.2	-4
CCc1ccc(-n2nc3ccc(NC(=O)c4ccc5c(c4)OCO5)cc3n2)cc1	-0.4	-11	-2.7	0	0	-5	0.6	0.4	8
Cc1ccc(Cn2cnc3ccccc32)cc1C	0.2	10	2.5	-12	-8	-6	-0.6	2.8	16
COc1cccc(C2CC(c3ccc(C)cc3)n3nc(N)nc3N2)c1 (stereo not given)	-3.4	1	-2.0	-23	-1	-2	3.1	1.8	5
CC(C)c1ccc(NC(=S)NN2CCOCC2)cc1	-0.8	-5	-4.0	-7	-13	-2	-0.6	0.9	-1
COc1ccc(-c2c(-c3ccccc3)c(C(=O)C(=O)NCCCN(C)C)n3ccc4cc(OC)c(OC)cc4c23)cc1OC	-1.7	-5	3.9	21	-81	-6	-0.3	-0.4	-16
CCc1nonc1NC(=O)COc1ccc(Cl)c(C)c1	-1.0	0	0.3	6	4	0	0.0	4.8	13
CCC(C)C(NC(=O)C1CCC(C)CC1)C(=O)NCCc1ccc(S(N)(=O)=O)cc1 (stereo not given)	-1.4	-12	0.3	-22	0	3	-0.7	0.2	x
CCCC1Oc2ccccc2C(=O)N(CC(=O)c2ccc3c(c2)OCCO3)C1=O (stereo not given)	-1.9	-7	-0.3	-25	-2	-2	-1.3	-0.3	36
COc1ccc2cc3c(N)nn(C(=O)Cc4ccc(Cl)cc4)c3nc2c1	-7.2	-8	-5.0	2	3	2	-1.5	-0.5	-2
Cc1oc(-c2ccccc2F)nc1CS(=O)(=O)CC(=O)NCCCN(C)C1CCCCC1	-1.0	-5	-1.9	13	-71	-1	-0.5	-0.4	50
CCCC(=O)NNC(=O)CCC(=O)NCc1ccccc1	-3.1	-13	0.3	1	2	-7	0.6	1.9	-65
O=S(=O)(c1ccc(-n2cnnn2)cc1)N1CCC(N2CCCCC2)CC1	-2.4	-10	-2.5	5	-1	-2	-0.2	1.3	18
Cc1cc(C)nc(SCCN(C)C)n1	-1.2	2	-2.3	13	-18	1	0.7	0.1	29
CC(NC(=O)c1cc2sccc2n1C)c1ccc2c(c1)OCCO2 (stereo not given)	-0.1	5	-1.8	-6	14	-6	-1.6	-0.7	-11
COc1cc(CNCCN2CCOCC2)ccc1OCc1ccc(Cl)cc1	-3.2	9	-0.8	16	-4	-6	8.1	7.3	-5
O=C(Nc1cccc([N+](=O)[O-])c1)ONC1=NCCCCC1	-2.8	-14	-3.3	4	-10	-3	2.1	-0.1	28
COc1cc2c(cc1OC)C(/C=C/c1ccco1)=NCC2	-3.6	-15	0.1	4	-19	-6	x	x	5
O=C(Nc1cccc(Cl)c1N1CCCC1)c1ccco1	-1.3	-12	0.2	-17	6	-8	-1.6	-1.0	22
Nc1nc(COc2ccccc2)cs1	-3.6	-1	-4.6	1	-7	-7	0.2	0.2	-2
O=C(O)CSC1CC(=O)N(c2ccc(Cl)cc2)C1=O (stereo not given)	-2.5	0	-6.2	3	5	-1	0.5	-0.1	9
CN(C)c1nnnn1-c1ccc(Oc2ncc(C(F)(F)F)cc2Cl)cc1	-4.5	6	-2.5	-24	5	-6	-1.3	-0.8	-4
COc1cc(C2CC(=O)Nc3cc(C)c(C)cc32)cc(OC)c1OC (stereo not given)	-1.1	-1	-0.3	-27	3	-4	-2.0	0.1	6
CC(=O)Nc1cccc(NC(=O)c2ccc([N+](=O)[O-])cc2Cl)c1	-2.5	-3	-2.8	4	3	3	1.4	0.4	31
Cc1nn(-c2ccc3ccccc3c2)c(=O)c2ccccc12	-3.6	-3	-0.5	-10	2	-3	-2.4	0.9	30
Cc1ccc(C(=O)NC(=S)NCC2CCCO2)cc1[N+](=O)[O-] (stereo not given)	-2.4	-9	-0.7	-4	-4	-4	-1.0	-0.8	37
O=C(CN1CCCCC1)Nc1ccccc1-c1ccccc1	-2.1	5	-0.9	-2	0	-9	-1.5	-1.5	-20
Cc1ccc(NC(=O)c2cc3c(=O)oc4ccc(C)cc4c3s2)nc1	-2.3	-7	-1.5	-2	3	x	1.0	-0.1	6
Clc1nc(Cl)nc(N(c2ccccc2)c2ccccc2)n1	-4.0	-6	-0.9	4	3	1	0.7	0.3	-9
O=c1c2ccc([N+](=O)[O-])cc2ncn1CCOc1ccc(Cl)cc1	-1.7	26*	0.7	8	-9	-5	-1.1	0.3	-44

4 entries picked at random from the list so far:
SMILES	IMP-1 inhibitor	GPR7 antag	VIM-2 inhibitor	DNA FID counter	NS3 helicase inh	GalR3 antag	OXTR agonist	V1aR counter	PHOSPHO1 inh
Cc1nn(-c2ccc3ccccc3c2)c(=O)c2ccccc12	-3.6	-3	-0.5	-10	2	-3	-2.4	0.9	30
CCc1nonc1NC(=O)COc1ccc(Cl)c(C)c1	-1.0	0	0.3	6	4	0	0.0	4.8	13
Cc1oc(-c2ccccc2F)nc1CS(=O)(=O)CC(=O)NCCCN(C)C1CCCCC1	-1.0	-5	-1.9	13	-71	-1	-0.5	-0.4	50
COc1cc2c(cc1OC)C(/C=C/c1ccco1)=NCC2	-3.6	-15	0.1	4	-19	-6	x	x	5

Next results
SMILES	IMP-1 inhibitor	GPR7 antag	VIM-2 inhibitor	DNA FID counter	NS3 helicase inh	GalR3 antag	OXTR agonist	V1aR counter	PHOSPHO1 inh
CCCCCC(=O)N1CCN(CCN=CC2=C(O)CC(c3ccco3)CC2=O)CC1 (stereo not given)	0.3	-6	-2.6	-34	2	5	0.5	-0.9	2
COC(=O)c1nc(NC2=NCCCCC2)n[nH]1	-1.8	-11	-5.3	2	6	-6	-0.1	1.1	1
CCc1ccccc1NC(=O)CSc1nnc(C2CC2)n1CC1CCCO1 (stereo not given)	-2.4	3	1.5	-10	11	-6	0.5	0.4	52
CC1CCN(S(=O)(=O)c2cccc(C(=O)NNC(=O)c3ccco3)c2)CC1	-1.4	-11	-1.1	-7	4	-2	-0.4	0.3	20
CCCN(CC(=O)Nc1ccc(F)c(F)c1F)CC(=O)Nc1c(Cl)cccc1Cl	-1.5	22*	-2.4	-25	-17	-7	2.4	4.4	-16
CCC(=O)Nc1ccc(N2CCCCC2)c(C(=O)Nc2ccc(OC)cc2)c1	-0.1	-10	-1.8	-40	-12	-2	-1.3	1.0	58
COc1ccccc1Nc1c2ccccc2nc2ccccc12	-0.4	4	24*	20	2	-13	2.1	5.0	28
O=C(c1ccccn1)N(CC1CCCO1)C1(C(=O)NC2CCCCC2)CCCCC1 (stereo not given)	-3.2	6	-3.0	-34	-14	-6	-0.1	0.3	-1

The order is random. About 4.3% of those tested had a hit in this group.
